GPR151 ag = activators of human GPR151, primary screen, cell-based, PathHunter beta-arrestin, luminescence | activation, % at 11.2 µM | AID 1508602, 2020 | 650,000 tested, 1% active | PathHunter beta-arrestin GPR151 cells | G-protein coupled receptor 151 (Homo sapiens), Q8TDV0; in the data active means activation above about 4.9%;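 further: 0% = median of compound wells and 100% = cells with positive control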
FBW7 activator = FBW7 E3 ligase activators, primary screen, biochemical, AlphaScreen, human. F-box/WD repeat-containing protein 7 (Homo sapiens), Q969H0. AlphaScreen FBW7–phospho-cyclin E peptide binding, activator screen. normalized activity (activation), % at 26.1 µM. 650,000 tested, 0.13% active. AID 1259310, 2017; in the data active means normalized activity above about 1.9%;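 further: purified mutant Fbw7 with reduced substrate affinity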
Target sequence (Q969H0 whole entry, looked up): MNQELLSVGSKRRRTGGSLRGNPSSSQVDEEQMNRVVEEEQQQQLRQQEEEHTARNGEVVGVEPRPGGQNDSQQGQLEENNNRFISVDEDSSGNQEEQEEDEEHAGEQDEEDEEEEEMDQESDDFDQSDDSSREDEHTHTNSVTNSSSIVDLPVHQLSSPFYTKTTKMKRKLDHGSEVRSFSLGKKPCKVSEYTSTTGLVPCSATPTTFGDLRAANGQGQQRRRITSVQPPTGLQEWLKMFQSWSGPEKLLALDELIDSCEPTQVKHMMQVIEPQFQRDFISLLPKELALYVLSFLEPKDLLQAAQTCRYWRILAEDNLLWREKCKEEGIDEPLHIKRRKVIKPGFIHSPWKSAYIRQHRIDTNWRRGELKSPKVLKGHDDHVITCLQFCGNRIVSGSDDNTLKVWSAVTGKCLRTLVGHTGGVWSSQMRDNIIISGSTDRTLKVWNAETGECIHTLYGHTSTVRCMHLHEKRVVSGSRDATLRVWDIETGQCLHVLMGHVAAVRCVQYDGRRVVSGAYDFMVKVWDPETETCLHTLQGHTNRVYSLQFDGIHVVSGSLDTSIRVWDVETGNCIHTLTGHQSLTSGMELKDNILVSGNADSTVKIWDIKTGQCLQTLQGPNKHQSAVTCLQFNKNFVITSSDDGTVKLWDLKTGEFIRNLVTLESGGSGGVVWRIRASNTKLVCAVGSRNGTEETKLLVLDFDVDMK
TEAD-YAP inh = TEAD-YAP interaction inhibition, primary screen, TEAD-YAP interaction inhibitor project, luminescence, HEK-TIYL cells; TEAD-Gal4/YAP UAS-luciferase luminescence; inhibition, % at 9.12 µM; 640,000 tested, 1.4% active; in the data active means inhibition above about 32%;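 further: 0% = median of test compound wells and 100% = reference inhibitor wells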
MITF inh = MITF inhibitors, primary screen, biochemical, AlphaScreen, human; AlphaScreen MITF homodimerization, bead proximity signal; inhibition, % at 2.6 µM; Microphthalmia-associated transcription factor (Homo sapiens), O75030; 650,000 tested, 0.91% active; in the data active means inhibition above about 50%;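 further: 0% = vehicle wells with protein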
The depositor's hits bear a star.

Start of the listing, in advance (5 entries):
SMILES	GPR151 ag	FBW7 activator	TEAD-YAP inh	MITF inh
Cc1cccc2cc(CN(C(=O)C(F)(F)F)C3CCCC3)c3nnnn3c12	-0.4	0.0	-3	0
CC1=NOC(=O)/C1=C\c1ccc(-c2ccc(C(=O)OC(C)C)cc2)o1	-0.9	0.1	-84	15
CCOC(=O)C1=C(C)N=c2s/c(=C\c3ccc(-c4ccc(Cl)cc4[N+](=O)[O-])o3)c(=O)n2C1c1cccc(OC)c1 (centres undefined)	-0.7	0.0	-4	6
O=C(CC1CCCC1)NCC1Cc2c(F)ccc(-c3ccncc3)c2O1 (centres undefined)	-0.4	-0.1	0	7
CCc1cccc(C)c1NC(=O)CCCN1C(=O)COc2ccc(C)cc21	-0.6	0.0	9	16

The list itself (from the top)
SMILES	GPR151 ag	FBW7 activator	TEAD-YAP inh	MITF inh
Cc1cccc2cc(CN(C(=O)C(F)(F)F)C3CCCC3)c3nnnn3c12	-0.4	0.0	-3	0
CC1=NOC(=O)/C1=C\c1ccc(-c2ccc(C(=O)OC(C)C)cc2)o1	-0.9	0.1	-84	15
CCOC(=O)C1=C(C)N=c2s/c(=C\c3ccc(-c4ccc(Cl)cc4[N+](=O)[O-])o3)c(=O)n2C1c1cccc(OC)c1 (centres undefined)	-0.7	0.0	-4	6
O=C(CC1CCCC1)NCC1Cc2c(F)ccc(-c3ccncc3)c2O1 (centres undefined)	-0.4	-0.1	0	7
CCc1cccc(C)c1NC(=O)CCCN1C(=O)COc2ccc(C)cc21	-0.6	0.0	9	16
O=S(=O)(NCc1csc(-c2cccs2)n1)c1ccccc1	-2.0	0.1	-3	-10
O=C(CCc1ccccc1)NNC(=O)C1CCCCC1	2.7	0.6	-2	-6
CCOC(=O)C(NC(=O)Nc1ccccc1F)(OC)C(F)(F)F (centres undefined)	-0.1	-0.1	5	0
COc1cccc(C(=O)/C=C\Nc2ccc(C)cc2)c1	-6.7	0.0	59*	-1
CC(=O)/C(C(=S)Nc1ccccc1)=C(/C)N	1.1	-0.1	5	2

A draw from above in order of formula weight, falling.
SMILES	GPR151 ag	FBW7 activator	TEAD-YAP inh	MITF inh
Cc1cccc2cc(CN(C(=O)C(F)(F)F)C3CCCC3)c3nnnn3c12	-0.4	0.0	-3	0
CCc1cccc(C)c1NC(=O)CCCN1C(=O)COc2ccc(C)cc21	-0.6	0.0	9	16
CC1=NOC(=O)/C1=C\c1ccc(-c2ccc(C(=O)OC(C)C)cc2)o1	-0.9	0.1	-84	15
CCOC(=O)C(NC(=O)Nc1ccccc1F)(OC)C(F)(F)F (centres undefined)	-0.1	-0.1	5	0

Full records as entered above. Order of screens: GPR151 ag	FBW7 activator	TEAD-YAP inh	MITF inh
Entry for O=C(CC1CCCC1)NCC1Cc2c(F)ccc(-c3ccncc3)c2O1 (centres undefined) → -0.4	-0.1	0	7
Entry for CC1=NOC(=O)/C1=C\c1ccc(-c2ccc(C(=O)OC(C)C)cc2)o1 → -0.9	0.1	-84	15
Entry for O=C(CCc1ccccc1)NNC(=O)C1CCCCC1 → 2.7	0.6	-2	-6

(more compounds)
SMILES	GPR151 ag	FBW7 activator	TEAD-YAP inh	MITF inh
CCOC(=O)CSc1nnc(CNC(=O)c2cccc(C)c2)n1-c1ccc(OCC)cc1	0.9	0.0	-9	1
COc1ccc(-c2nc(Nc3ccccc3Cl)c3ccccc3n2)cc1OC	-0.7	0.1	-12	6
Cc1cccn2cc(-c3ccc(NS(C)(=O)=O)cc3)nc12	-0.9	-0.1	-24	-5
CCCN[C@@H](/C(=C/CCO)c1ccsc1)c1cccc(Cl)c1	-2.1	0.0	1	4
Cc1ccc(NC(=O)c2cc(S(=O)(=O)N3CCN(c4ccccc4)CC3)ccc2F)cc1F	1.4	0.1	4	2
COc1ccc(OC)c(CN2CCN(Cc3cc(OC)ccc3OC)CC2)c1	2.6	-0.1	-2	57*
CCOC(=O)Cc1cnc(NC(=O)CSc2nc3ncnc(N)c3[nH]2)s1	-1.1	0.5	-10	7
COC(=O)Cn1c(Br)nc2c1c(=O)[nH]c(=O)n2C	-0.2	0.3	0	-19
CCOc1ccccc1/C=C1\SC(=S)N(Cc2cccnc2)C1=O	-1.4	-0.2	3	0
C=CCn1c(NC(=O)c2cccs2)c(C(=O)OCC)sc1=S	-0.2	0.4	3	8
Cc1ccc(C(c2nnnn2CCc2ccccc2)N2CCSCC2)cc1 (centres undefined)	-0.3	0.1	0	13
COC(=O)c1cc(S(=O)(=O)N2CCc3ccccc3C2)cn1C	0.5	-0.1	11	13
C=CCn1c(COC)nnc1SCC(=O)c1ccc(F)cc1	-1.2	0.3	-14	15
CCOc1ccc(NC(=O)c2cccnc2C(=O)O)cc1	-0.4	0.1	-13	28
CC(=O)NCc1ccc(C(=O)CSc2n[nH]c(COc3ccc(Cl)c(C)c3)n2)o1	1.3	0.3	-7	-1
COc1ccc(C2CC(=O)C3=C(C2)NC(C)=C(C(=O)OC2CCCC2)C3c2ccc(F)cc2)cc1OC (centres undefined)	-0.3	0.4	37*	1
CCOC(=O)C(CC(C)C)N(Cc1ccc(Cl)cc1)S(=O)(=O)c1ccc(Br)cc1 (centres undefined)	-0.6	0.2	11	0
O=C1CN(c2nc(-c3ccccc3)c3ccccc3n2)c2ccccc2N1	0.9	0.1	5	13
COc1ccc(C(=O)Oc2ccc3c(C)cc(=O)oc3c2C(C)=O)cc1	0.9	0.1	-1	11
COc1cccc(NCc2nnc3n2CCCCC3)c1	0.8	0.1	-8	14
O=C(CCc1nnc(CCc2c[nH]c3ccccc23)o1)NCCc1ccc(F)cc1	0.2	0.0	-3	3
COC(=O)c1ccc(OCCOc2cccc(C)c2)cc1	0.5	0.3	-7	4
Cc1cccc(C)c1OCC(O)CN1CCN(c2ccccn2)CC1 (centres undefined)	-0.8	-0.1	-1	4
CCCC1(C2CCN(Cc3nccs3)CC2)NC(=O)N(CCC2CCCN2C)C1=O (centres undefined)	3.4	-0.1	-1	2
Cc1c(Cl)cccc1N1C(=O)c2ccc(Oc3ccc(N)cc3)cc2C1=O	0.6	0.2	19	3
O=C(COC(=O)c1ccc2nc3c(nc2c1)-c1cccc2cccc-3c12)c1ccc(Cl)cc1	0.4	0.1	-8	0
O=C(NCC1CCC2(CCN(Cc3cc4ccccc4o3)CC2)O1)c1ccco1 (centres undefined)	0.6	0.5	25	-2
COc1ccc(NC(=O)c2cnn3c2NC(c2ccc(F)cc2)CC3C(F)(F)F)cc1OC (centres undefined)	-1.4	0.1	-3	12
CC(=O)n1nc2nc(C)cc(C)c2c1N	0.2	0.0	-15	-4
CCCOc1ccc(/C(O)=C2/C(=O)C(=O)N(CCCN3CCOCC3)C2c2ccc(F)cc2)cc1C (centres undefined)	-0.1	0.0	0	3
CCc1cccc(NCC(O)Cn2nnnc2-c2ccccc2)c1 (centres undefined)	0.4	0.0	4	-4
CCOC(=O)CSc1nc(C)c(Cl)c(=O)[nH]1	1.2	0.1	6	-6
CCOc1ccc(NC(=O)C(=O)NCCN2CCN(C(=O)c3ccc(C)cc3)CC2)cc1	0.1	0.7	6	-6
CCOc1c(Br)cc(/C=N/n2c(C)nnc2C)cc1OC	2.4	0.0	-6	-11
Cn1cccc1C(=O)OCC(=O)NC1CCS(=O)(=O)C1 (centres undefined)	3.7	-0.1	7	1
CCOC(=O)c1nccn1CC(=O)N(CC)c1cccc(C)c1	1.7	-0.3	-2	4
COc1c(C)cccc1C(=O)Nc1nccs1	0.8	0.3	-29	6
COc1cc2c(cc1NC(=O)c1ccccc1SCc1ccc(F)cc1)oc1ccccc12	0.6	0.2	-3	-10
CC1(C)CC(=O)C2=C(C1)N(c1sc3c(c1C#N)CCCCC3)C(N)=C(C#N)C2c1ccc(Br)cc1 (centres undefined)	0.6	-0.1	-9	-7
COCCOC(=O)C1=C(C)NC2=C(C(=O)CCC2)C1c1cc(OC)c(OC)cc1Br (centres undefined)	-0.7	0.0	-8	-8
CCCCC(=O)Nc1ccc(NC(=O)COc2ccccc2Cl)cc1OC	1.3	0.0	-46	1
O=S(=O)(Nc1ccc(F)cc1)c1ccc2nsnc2c1	-0.7	0.1	8	0
CC(=O)Nc1ccc(NC(=O)c2ccc3nc(Nc4ccnn4C)sc3c2)cc1	0.5	0.0	-28	-4
CCC(=O)Nc1cccc(NC(=O)c2ccc(Br)cc2)c1	-0.6	0.4	-17	8
Cc1cc(C)nc(-n2nc(C)cc2N)n1	1.2	-0.1	5	-5
COc1ccc([N+](=O)[O-])cc1/C=N/NC(=O)Cc1cccc2ccccc12	1.6	0.1	1	-6
COc1ccc(C2c3cccn3CCN2S(=O)(=O)c2ccc3c(c2)OCCO3)cc1 (centres undefined)	0.1	-0.1	-2	-6
O=C1c2ccccc2C(=O)N1CNc1ccc(Cl)c(Cl)c1	-1.0	0.1	-5	10
O=c1c(F)cn(Cc2ccc(F)cc2)c(=O)n1Cc1ccc(F)cc1	-0.3	-0.1	-13	-1
CC1CCN(S(=O)(=O)c2ccc(C(=O)OCc3ccc4c(c3)OCO4)cc2)CC1	-0.5	1.0	5	12

Next part
SMILES	GPR151 ag	FBW7 activator	TEAD-YAP inh	MITF inh
CC1(C)CC(=O)C2=C(C1)N(c1ccc(Cl)c(Cl)c1)C1=C(C(=O)CC(C)(C)C1)C2c1cccs1	-0.4	0.0	-2	-2
N#CCc1ccc(NC(=O)COc2cccc(Cl)c2Cl)cc1	0.4	0.0	-4	-9
O=C(NCc1ccccc1Cl)NC1(C(F)(F)F)Oc2ccccc2O1	0.3	0.3	-17	12
COCCCNC(=O)/C(C#N)=C/c1cc(C)n(-c2ccc(Br)cc2)c1C	-0.1	-0.4	-34	-1
COc1ccc(CCNCC(O)COc2cccc3c2CCC(=O)N3)cc1OC (centres undefined)	-0.6	0.0	13	-15
Cc1nnc(SCc2ccc(OC(C)C)cc2)n1N	-0.6	0.0	3	9
O=C(NC(=S)Nc1ccccc1Cl)c1cccnc1	1.2	0.0	6	-1
COC(=O)c1ccccc1N=Nc1c(N)[nH][nH]c1=O	1.2	0.0	-6	8
O=C(NC1CC1)c1ccc(-c2ncc(C(=O)NCCO)s2)cc1	-1.0	0.0	-10	-3
Cc1ccc(C)c(NC(=O)C2CCC(=O)N2C(=O)OCc2ccccc2)c1 (centres undefined)	-0.7	0.0	-3	4
Cc1sc2ncnc(N/N=C/c3ccc([N+](=O)[O-])o3)c2c1C	0.4	-1.2	35*	8
COc1cc(Nc2cc(-c3cccc(C(C)=O)c3)ncn2)cc(OC)c1OC	-1.7	0.0	-2	-4
CC1CCN(C(=O)c2ccc(N3CCN(c4ccccn4)CC3)c([N+](=O)[O-])c2)CC1	-1.0	-0.1	2	5
CCOc1nc(NCc2ccccc2)nc(NCc2cccnc2)n1	0.1	-0.1	-6	-4
O=C(c1ccccc1)c1conc1C(=O)c1ccc([N+](=O)[O-])cc1	1.1	-0.1	3	-7
COCCN1C(=O)CC(CC(=O)N2CC3CCC2C3)(c2ccccc2Cl)C1=O (centres undefined)	0.6	-0.1	-11	-4
COc1ccc(C2CC(c3cccs3)=NN2C(=O)CSc2nncn2C)cc1 (centres undefined)	-1.2	-0.1	2	4
Cc1ccc(CNC(=O)C(=O)Nc2ccc(Br)cc2)cc1	-0.5	0.6	-3	23
CC1CN(C(=O)c2ccc3c(c2)OCO3)OC(c2c[nH]c3ccccc23)O1 (centres undefined)	-0.9	-0.1	-6	-11
CN(C)c1ccc(NC(=O)CSc2nc3ccccc3c(=O)n2CC2COc3ccccc3O2)cc1 (centres undefined)	0.9	0.0	8	-4
COc1ccc(CNC(=O)CCCn2ncc3ccc(C)cc32)cc1	1.6	-0.1	-1	-1
CC(C)c1nnc(C2CCN(CC(=O)c3ccc(Cl)cc3)CC2)o1	1.4	0.1	0	-5
COc1cccc(-n2nc(C(=O)NCc3ccco3)c3ccccc3c2=O)c1	0.6	-0.1	19	10
N#CC1=C(N)Oc2n[nH]c(-c3ccccn3)c2C1c1ccco1 (centres undefined)	-0.3	-0.7	-27	27
Cc1ccc2nc3c(cc(S(=O)(=O)c4ccccc4)c(=N)n3C3CCCCC3)c(=O)n2c1	0.4	0.6	2	9
CC(=O)NCCNC(=O)CCCCCn1c(=S)[nH]c2cc3c(cc2c1=O)OCO3	-0.3	0.0	5	-7
CC(=O)Nc1ccc(N2C(=O)CC(NCCc3ccccc3F)C2=O)cc1 (centres undefined)	0.6	0.0	-3	8
CC(C)c1c(O)nc(SCC(=O)N2CCCCC2)[nH]c1=O	1.2	0.0	-7	-10
Cc1c(Cl)c(C(F)(F)F)nn1CC(=O)N1CCCCC1	-0.7	0.3	3	-6
COc1ccc(CSCC(=O)Nc2ccc(S(=O)(=O)N3CCCCCC3)cc2)cc1	0.2	0.1	5	3
CN1CCN(NC(=S)Nc2ccc(Cl)c(F)c2)CC1	0.1	0.1	-1	-3
COc1cc(-c2cnc(NCc3ccco3)c3nccn23)ccc1O	1.1	-0.4	-43	20
O=C1CSC(c2cccc([N+](=O)[O-])c2)N1Cc1ccccc1 (centres undefined)	10*	-0.1	-10	15
